D2 agonist – HTS Assay for Allosteric Agonists of the Human D2 Dopamine Receptor: Primary Screen for Agonists. 340,000 compounds, 0.53% hits. D(2) dopamine receptor (Homo sapiens), P14416. HEK293 T-REx D2 cells, calcium flux agonist mode. activation, % at 2 µM. AID 485358, 2010;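 active = activation over 3 SD above normal in the single-dose calcium agonist read, cut at about 30% in these data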; also: 0% is about no effect
Target sequence (P14416 whole entry, looked up): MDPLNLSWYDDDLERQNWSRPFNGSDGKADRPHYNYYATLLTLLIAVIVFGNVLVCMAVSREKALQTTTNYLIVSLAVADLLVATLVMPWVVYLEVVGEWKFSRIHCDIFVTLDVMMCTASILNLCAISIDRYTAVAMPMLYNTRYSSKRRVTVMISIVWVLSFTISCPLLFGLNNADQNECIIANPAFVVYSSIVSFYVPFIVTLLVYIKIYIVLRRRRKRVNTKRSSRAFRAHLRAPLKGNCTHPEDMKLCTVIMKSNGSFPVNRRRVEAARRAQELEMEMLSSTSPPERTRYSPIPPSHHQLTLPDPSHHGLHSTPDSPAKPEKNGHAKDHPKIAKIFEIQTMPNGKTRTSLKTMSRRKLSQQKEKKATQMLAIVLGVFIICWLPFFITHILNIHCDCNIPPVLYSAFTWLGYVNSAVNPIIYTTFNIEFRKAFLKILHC
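In this primary screen, compounds producing a positive calcium signal within 180 s of addition to tetracycline-induced, force-coupled HEK293 Trex D2 cells are flagged; cells are dye-loaded with a no-wash calcium kit beforehand.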
Vif-APOBEC3G blk – qHTS for Inhibitors of Vif-A3G Interactions: qHTS; DNA dC->dU-editing enzyme APOBEC-3G (Homo sapiens), Q9HC16; HeLa A3G-eYFP + Vif (tagged APOBEC3G with the HIV-1 protein that degrades it), YFP fluorescence, overnight; Potency, µM (highest dose often 46.1 µM), for inactives: at the top dose activity, negative = active, hits mostly inhibitors; 410,000 compounds, 0.076% hits;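 also: potency is read from the fitted curve at half-maximal effect; % is scaled to controls: 0 for no effect and ±100 for the full control effect; nearly all actives have a fitted effect of over 60% in size; hits raise eYFP signal because A3G escapes Vif-driven loss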
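HeLa cells stably expressing Vif and C-terminally eYFP-tagged A3G, seeded overnight at 37 deg C, then exposed to compound by pintool overnight at 37 deg C. Rise in yellow fluorescence (Ex 488/Em 500-530, Acumen) marks blocked Vif-driven A3G degradation.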
ALOX12 inh – Primary qHTS assay for inhibitors of human arachidonate 12S-lipoxygenase (ALOX12): Round 2. purified 12hLO, xylenol orange hydroperoxide absorbance. Potency, µM (titrated, usually from 108 µM), for the others: at the top dose activity change, negative = inhibition, most hits filed as inhibitors. 580,000 compounds, 1.1% hits. AID 1671190, 2021; also: potency is read from the fitted curve at half-maximal effect; % is scaled to controls: 0 for no effect and ±100 for the full control effect
Target sequence (P18054 whole entry, looked up): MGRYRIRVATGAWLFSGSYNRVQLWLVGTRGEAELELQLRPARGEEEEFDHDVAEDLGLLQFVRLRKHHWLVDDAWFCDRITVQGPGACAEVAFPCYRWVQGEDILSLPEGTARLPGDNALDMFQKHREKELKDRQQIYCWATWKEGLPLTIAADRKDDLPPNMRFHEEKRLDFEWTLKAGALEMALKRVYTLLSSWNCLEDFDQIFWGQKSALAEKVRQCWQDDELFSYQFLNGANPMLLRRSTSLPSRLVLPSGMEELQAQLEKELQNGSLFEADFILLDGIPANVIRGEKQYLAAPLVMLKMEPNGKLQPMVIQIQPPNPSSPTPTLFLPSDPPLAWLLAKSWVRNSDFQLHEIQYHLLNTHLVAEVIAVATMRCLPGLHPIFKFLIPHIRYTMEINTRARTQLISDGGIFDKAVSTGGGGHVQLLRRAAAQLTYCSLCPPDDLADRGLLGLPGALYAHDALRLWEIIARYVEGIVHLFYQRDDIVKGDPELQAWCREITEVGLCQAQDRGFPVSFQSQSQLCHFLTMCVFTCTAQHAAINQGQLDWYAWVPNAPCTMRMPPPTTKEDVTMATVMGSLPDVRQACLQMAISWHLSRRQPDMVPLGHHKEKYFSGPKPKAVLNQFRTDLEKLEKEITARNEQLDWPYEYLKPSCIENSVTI
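Hydroperoxide product was detected by ferrous iron/xylenol orange as the 573 to 405 nm absorbance ratio. Arachidonic acid at 40 uM (final) was turned over for 30 min at room temperature by 150 nM human 12hLO, pH 7.0 Hepes buffer, after 15 min compound preincubation.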
RGS4 inhibitor – Inhibitors of Regulator of G Protein Signaling (RGS) 4: qHTS; AID 504845, 2011; 390,000 compounds, 0.039% hits; Potency, µM (highest dose often 114 µM), without a hit: at the top dose activity change, negative = inhibition, hits mostly inhibitors; Regulator of G-protein signaling 4 (Homo sapiens), P49798; Transcreener GDP fluorescence polarization, RGS4-accelerated GTP hydrolysis; also: potency is read from the fitted curve at half-maximal effect; % is scaled to controls: 0 for no effect and ±100 for the full control effect; nearly all actives have a fitted effect of over 75% in size; some results filed as inactive show a strong effect at the top dose
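MLSMR compounds (23 nl, pin-transferred) preincubated 10 min at room temperature with a 500nM (2x) first reagent, then RGS4 at 900nM (2x) plus Transcreener GDP mix added; fluorescence polarization (620/688 nm) read before and after 90 min at 30 °C.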
Vif-A3F inh – qHTS for Inhibitors of Vif-A3F Interactions: qHTS; HeLa A3F-eYFP + Vif (tagged APOBEC3F with the HIV-1 protein that degrades it), YFP fluorescence increase; Potency, µM (highest dose often 46.1 µM), for the others: top-dose activity, negative = active; 390,000 compounds, 0.2% hits; AID 602313, 2012; also: potency is read from the fitted curve at half-maximal effect; % of control where 0% means no effect; nearly all actives have a fitted effect of over 65% in size
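Fluorescence increase (Ex 488/Em 500-530) after overnight compound treatment at 37 deg C flags inhibition of Vif-driven A3F-eYFP loss in stable HeLa A3F-eYFP/Vif cells seeded overnight beforehand.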
LDHA inh – qHTS assay for inhibitors of human lactate dehydrogenase; AID 1347041, 2019; L-lactate dehydrogenase A chain (Homo sapiens), P00338; activity change, % (values are at about 110 or 230 µM); purified LDHA, NADH/diaphorase-resazurin fluorescence; active compounds read low; 480,000 compounds, 0.15% hits; in the data active = activity change below about -30%; inconclusive = mostly about -25% to -30%;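 also: plate controls were DMSO wells for no effect and wells without enzyme for full effect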
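LDH5 2 nM; NADH 0.06 mM, pyruvate 0.2 mM; 200 mM Tris pH 7.4, EDTA, Tween-20; 5 min RT. Detection: diaphorase 0.133 mg/mL + resazurin 37 µM, fluorescence ex540/em590 at 0 and 20 min; normalized to enzyme-free and DMSO wells.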
D2 antagonist – HTS Assay for Allosteric Antagonists of the Human D2 Dopamine Receptor: Primary Screen for Antagonists; D(2) dopamine receptor (Homo sapiens), P14416; HEK293 TREx D2 cells, calcium flux, dopamine EC80; inhibition, % at 10 µM; 340,000 compounds, 2% hits; in the data active = inhibition above about 30%; also: 0% is about no effect
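Antagonism is scored as inhibition of an EC80 dopamine-evoked calcium signal in a force-coupled, tetracycline-inducible HEK293 T-REx D2 line, with compound present 180 s before agonist.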
ERG-DNA inh – qHTS for Small Molecule Inhibitors of the ERG Ets/DNA interaction; fluorescence polarization, His-ERG Ets domain / labelled DNA; Potency, µM (top dose mostly 76.9 µM), for inactives: top-dose FP activity, negative = inhibition, usual class: inhibitors; 370,000 compounds, 0.028% hits; active = well fitted inhibition curve with a large enough effect in the polarisation, with a control signal flat; inconclusive = small, poorly fitted or top-dose-only effect, or effect the other way, or a change in a side signal; inactive = no such curve, though single readings can be large or run the other way; the % refers to the polarisation;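 also: polarization taken with two DNA probes labelled with fluorescein and Texas red; potency is read from the fitted curve at half-maximal effect; % of control where 0% means no effect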
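His-tagged ERG Ets domain (1 uM in the protein solution; 300mM KCl, 50mM Tris-HCl, 1mM EDTA, 1mM DTT, pH 7.5) received compound, then a probe mix of 5 nM fluorescein-DNA and 100nM Texas-615-DNA. Fluorescence polarization was read for both dyes.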
Glioma ERSR ind – qHTS for Inducers of the Endoplasmic Reticulum Stress Response (ERSR) in Human Glioma: qHTS | U87-MG GRP78 promoter luciferase reporter, 16 h | Potency, µM, for inactives: at the highest dose activation, actives largely listed as activators | AID 602332, 2012 | 420,000 compounds, 0.02% hits; also: potency is read from the fitted curve at half-maximal effect; series mostly up to about 76 µM; % of control where 0% means no effect; nearly all actives have a fitted effect of over 35% in size
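Stably transfected U87-MG glioma cells carrying a GRP78-based luciferase sensor; 16 h compound incubation. Luminescence end-point read 10 min after Bright-Glo addition at room temperature.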
Active calls of the source: *; ? = inconclusive; . = no result given; & = joins results of further samples; ! = repeats disagree; [ ] = another dose, or the depositor's remark. Unless noted, calls follow the shape of the dose curve; as a rule, active = well fitted curve in the direction sought with a large enough effect; inconclusive = small, poorly fitted or top-dose-only effect, or another doubt; inactive = no such curve, though single readings can be large; an effect the other way counts as inactive or inconclusive. Not all compounds are listed; rates above refer to the full screens.

SMILES	D2 agonist	Vif-APOBEC3G blk	ALOX12 inh	RGS4 inhibitor	Vif-A3F inh	LDHA inh	D2 antagonist	ERG-DNA inh	Glioma ERSR ind
CN(C)CCNC(=O)/C(=C/c1ccc(-c2cccc(Cl)c2)o1)NC(=O)c1ccccc1	0.4	1%	-21%	-7%	0%	-1	6	1%	-4%
COCCNCCOc1ccccc1-c1ccccc1	-0.5	-1%	?	26%	-13%	-18	8	2%	-2%
Cc1cccc(N2CCN(C(=O)c3ccc(NC4=NC5CS(=O)(=O)CC5S4)cc3)CC2C)c1 (centres undefined)	-0.2	0%	-25%	-5%[11.4 µM]	1%	3	-39	3%	1%
COc1nc(OC)nc(N2CCC(C(=O)NCc3ccc(F)cc3)CC2)n1	-0.8	0%	20%	-13%	-5%	-6	12	.	-3%
CC1CCCCN1C(=O)CSc1nc2ccsc2c(=O)n1Cc1ccccn1 (centres undefined)	0.0	-2%	-3%	3%	-15%	8	-4	-10%	2%
CC(=O)Nc1c(C(=O)Nc2cccc(C)c2)nnn1-c1ccc(C)cc1	-0.8	-1%	-3%	-11%	-22%	-1	.	-7%	-1%
COCCNC(=O)c1onc(CSc2ccc(F)c(F)c2)c1C(=O)NCCOC	.	-1%	20%	7%	5%	-4	.	2%	-5%
Cc1ccc(S(=O)(=O)N(C)c2ccc(OCC(=O)OCC(=O)N(CC#N)c3ccccc3)cc2)cc1	0.8	-2%	-2%	12%	3%	0	18	6%	0%
CC(C)NS(=O)(=O)c1ccc(NC(=S)NC(=O)c2cccc([N+](=O)[O-])c2)cc1	-1.0	1%	?	-34%	-3%	-1	5	-3%	-2%
O=C(NCc1ccccn1)C1CCCN(S(=O)(=O)c2cc(Cl)ccc2Cl)C1 (centres undefined)	.	-17%	.	11%	6%	-1	.	9%	?
CC1CCCN(C(=O)CN2C(=O)c3ccccc3C2=O)C1 (centres undefined)	-0.3	-5%	-9%	2%	-1%	0	0	3%	-2%
Cc1cccc(C(=O)N2CCN(C(=O)c3cccc(C)c3)C(C)C2)c1 (centres undefined)	-0.4	-4%	9%	2%	-5%	1	-23	-2%	-1%
O=C(C1CCC1)N1CCC(O)(c2cccc(F)c2)CC1	-0.1	0%	0%	1%	-4%	-16	-9	-2%	-1%
N#CCSc1ccccc1NC(=O)COC(=O)Cc1c[nH]c2ccccc12	1.3	-28%	-13%	-9%	?	0	9	1%	-2%
C/C(=N\NC(=O)CNC(=O)C1COc2ccccc2O1)c1ccco1 (centres undefined)	1.1	-3%	0%	0%	6%	-8	2	-8%	-2%
Cc1cccc(CNC(=O)c2ccc3nc(Cc4ccccc4)oc3c2)c1	0.6	-1%	?	-17%	4%	0	.	-3%	1%
CCN(C(=O)COC(=O)CCC(=O)c1cccs1)C1CCCCC1	.	3%	0%	-3%	0%	-7	.	-1%	-3%
Cc1ccc(NS(=O)(=O)c2ccc(Cl)c(C(=O)Nc3ccccc3-c3nc4ccccc4[nH]3)c2)cc1C	0.3	-9%	?	13%	-25%	-5	0	-3%	5%
Cc1ccc(N2CCN(C(=S)c3ccc(N(C)C)cc3)CC2)cc1	0.3	1%	?	-33%	-1%	-1	21	-10%	0%
COc1ccc(NC(=O)CN2CCC(C(N)=O)(N3CCCCC3)CC2)c(OC)c1	-0.3	-6%	-6%	0%	-27%	-8	-20	2%	-3%
COC(=O)C1=C(C(=O)OC)[C@@H]2Nc3ccccc3[C@@]23C[C@@H](C(=O)OC)N(C(C)=O)C3=N1	-0.7	0%	-5%	8%	-6%	-3	-6	-1%	-4%
Cc1cccc(C)c1-n1cccc1/C=C1\SC(=S)N(c2cccc(C(=O)O)c2)C1=O	-1.5	-4%	45µM*	-36%	?	-8	12	8%	6%
O=[N+]([O-])c1ccc(C2(O)CN(c3ccccc3)C3=[N+]2CCS3)cc1 (centres undefined)	-6.9	0%	-3%	-35%	1%	-2	-13	13%	-7%
O=C(NCc1ccco1)/C(=C/C=C\c1ccccc1)NC(=O)c1ccc(Br)o1	-0.9	-6%	-21%	7%	-8%	-7	-4	-3%	-5%
COC(=O)c1ccc(COC(=O)C2CCN(S(=O)(=O)c3ccccc3C(=O)OC)CC2)cc1	.	-1%	?	5%	0%	-13	.	-3%[15.4 µM]	1%

2 entries from above in another layout:
smiles | D2 agonist | Vif-APOBEC3G blk | ALOX12 inh | RGS4 inhibitor | Vif-A3F inh | LDHA inh | D2 antagonist | ERG-DNA inh | Glioma ERSR ind
CC1CCCN(C(=O)CN2C(=O)c3ccccc3C2=O)C1 (centres undefined) | -0.3 | -5% | -9% | 2% | -1% | 0 | 0 | 3% | -2%
CC(C)NS(=O)(=O)c1ccc(NC(=S)NC(=O)c2cccc([N+](=O)[O-])c2)cc1 | -1.0 | 1% | ? | -34% | -3% | -1 | 5 | -3% | -2%

Next entries:
SMILES	D2 agonist	Vif-APOBEC3G blk	ALOX12 inh	RGS4 inhibitor	Vif-A3F inh	LDHA inh	D2 antagonist	ERG-DNA inh	Glioma ERSR ind
COc1ccccc1/C=C/C(=O)OCC(=O)NCc1ccc2c(c1)OCO2	.	0%	-1%	8%	-3%	-5	.	-9%	-2%
COc1ccc(-c2csc(NC(=O)c3ccc(N4C(=O)CCC4=O)cc3)n2)cc1	-0.1	4%	-7%	-5%[56.9 µM]	-20%	-7	-7	-4%	0%
O=C(CCCCCn1c(=S)[nH]c2ccccc2c1=O)N1CCOCC1	-0.5	0%	?	6%	-4%	0	4	3%	-2%
CC1CCN(CC(=O)Nc2ccccc2C(=O)NC2CC2)CC1	-0.9	3%	0%	-4%	-2%	2	-14	-5%	-3%
OC(c1cccc(F)c1)c1ncc(-c2ccc3ccccc3c2)[nH]1 (centres undefined)	.	-3%	-29%	.	.	-16	.	.	2%
C/C(=N/N1CCN(c2ccccc2)CC1)c1cccc([N+](=O)[O-])c1	5.2	-1%	-17%	-3%	15%	0	-3	-9%	-2%
CCOc1ccc(NC(=O)CN2C(=O)C3CC=CCC3C2=O)cc1 (centres undefined)	0.0	0%	-21%	3%	-4%	-6	-3	9%	-2%
CC(C)C(NC(=O)c1ccc(C(C)(C)C)cc1)C(=O)NCc1ccccn1 (centres undefined)	-0.5	-7%	3%	6%	-4%	-2	1	2%	-3%
CCC(C)Sc1ccc(-c2nc3cc(C)ccn3c2NC2CCCCC2)cc1 (centres undefined)	.	?	35µM*!	4%	11µM*	0&4	.	0%	-3%
CCOc1ccc2[nH]c(C)c(CN3CCCCC3)c(=O)c2c1	-0.8	-6%	10%	17%[11.4 µM]	5%	-1	-5	1%	-1%
O=C(CCl)Nc1ccccc1C(=O)NCc1ccccc1	1.8	?	3%	2%	1%	-3	-14	4%	-14%
COc1ccc(CCNc2oc(Cc3cccc4ccccc34)nc2C#N)cc1OC	.	5%	-23%	-26%	-10%	1	.	0%	-10%
CCN(CC)S(=O)(=O)c1ccc2[nH]cc(C(=O)NCCc3ccccc3)c(=O)c2c1	0.7&0.6	0%&3%	?	3%&6%	7%&2%	-4&-3	2	4%&-5%	-5%&-3%
Cc1ccc(S(=O)(=O)N2C[C@@H]3[C@H]4CC[C@H](C4)[C@@H]3[C@@H](C)[C@H]2c2ccn(Cc3ccccc3)c2)cc1	.	1%	?	1%	0%	2	.	13%	-4%
CS(=O)(=O)Cc1nc2ccccc2oc1=O	-0.8	-11%	-3%	-12%	0%	18	-5	10%	2%
O=C(c1c(F)cccc1F)N(Cc1cccs1)C1CCCC1	-2.8	-9%	-2%	21%	-5%	-5	-6	-1%	-4%
COC(=O)C1=CO[C@@H](O[C@@H]2O[C@H](CO)[C@@H](O)[C@H](O)[C@H]2O)C2C(CO)=CCC12 (some centres undefined)	.	1%&2%	?	-1%&13%	0%	-4	.	0%	-3%&-4%
CCOc1cc(C2CC(=O)Nc3cc(C)c(C)cc32)ccc1O (centres undefined)	-0.1	-1%	3%	-40%	-4%	-1	-12	1%	-3%
CC(NS(=O)(=O)c1cccc(S(=O)(=O)c2ccccc2)c1)C(=O)O (centres undefined)	.	-1%	-17%	5%	5%	-7	-11	-17%	-4%
COc1cc(NC(=O)CCc2c(C)nc3nc(C)nn3c2C)cc(OC)c1	0.4	0%	0%	-8%	-2%	1	9	3%	-4%
O=C(Nc1nc(-c2ccco2)c(-c2ccco2)s1)c1ccc(F)cc1F	0.3	0%	?	?	-4%	0	-20	13%	-3%
Cc1ccc(-c2nnc(SCc3cccc(C#N)c3)o2)cc1	1.0	-1%	-20%	-10%	-1%	-5	.	2%	3%
CCN(CC)C(=O)CSc1nc(N)c2c3c(sc2n1)CC(C)CC3 (centres undefined)	-0.4	4%	?	-40%	0%	0	-56	-3%	7%
COC(=O)c1ccc2c(c1)C(=O)N(C1CCCCC1)C2=O	0.2	-3%	0%	-14%	0%	-5	-9	6%	0%

Compound activity as filed in PubChem BioAssay.
